GAA inh – qHTS Assay for Inhibitors of Human alpha-Glucosidase as a Potential Chaperone Treatment of Pompe Disease. purified human GAA, 4-MU-alpha-glucoside fluorescence. 0.005% of 200,000 active. Potency, µM (doses to about 76.9 µM), without a hit: at the top dose activity change, negative = inhibition, usual class: inhibitors;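 note: potency is the fitted concentration of half-maximal effect; plate controls were uninhibited enzyme wells for no effect and no-enzyme background for full effect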
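Human enzyme at 4 nM with 400 uM 4-methylumbelliferyl-alpha-D-pyranoside, citrate/phosphate buffer pH 5.0, 0.005% Tween-20, 20 min at room temperature. Compounds up to 77 uM. 4-MU fluorescence (Ex 365/Em 440) read after NaOH/glycine stop; AC50 from Hill fit.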
CBFb RUNX1 block – qHTS Assay for Compounds Blocking the Interaction Between CBF-beta and RUNX1 for the Treatment of Acute Myeloid Leukemia; AlphaScreen CBFb-His/RUNX1-biotin binding, biochemical; Potency, µM (titrated, usually from 59.8 µM), without a hit: at the highest dose activity, negative = inhibition, usual class: inhibitors; 230,000 tested, under 10 active; note: % of control where 0% means no effect
Target sequence (Q01196 whole entry, looked up): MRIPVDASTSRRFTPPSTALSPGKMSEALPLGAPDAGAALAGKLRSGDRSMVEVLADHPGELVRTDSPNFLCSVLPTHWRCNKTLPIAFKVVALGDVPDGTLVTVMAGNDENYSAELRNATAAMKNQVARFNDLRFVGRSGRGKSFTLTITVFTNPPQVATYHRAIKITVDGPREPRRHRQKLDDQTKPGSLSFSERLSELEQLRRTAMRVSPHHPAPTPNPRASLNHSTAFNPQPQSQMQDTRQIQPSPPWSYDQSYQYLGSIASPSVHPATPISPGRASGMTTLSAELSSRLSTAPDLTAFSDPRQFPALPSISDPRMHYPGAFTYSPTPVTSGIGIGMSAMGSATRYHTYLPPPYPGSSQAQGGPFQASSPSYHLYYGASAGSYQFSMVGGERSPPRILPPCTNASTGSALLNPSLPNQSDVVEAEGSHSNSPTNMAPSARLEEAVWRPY
Target sequence (Q13951 whole entry, looked up): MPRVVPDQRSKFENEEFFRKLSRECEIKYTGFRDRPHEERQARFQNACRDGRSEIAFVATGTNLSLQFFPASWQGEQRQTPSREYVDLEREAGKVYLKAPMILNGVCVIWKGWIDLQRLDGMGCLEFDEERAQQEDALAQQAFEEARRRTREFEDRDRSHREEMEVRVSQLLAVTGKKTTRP
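CBFb-His/RUNX1-biotin, 30 nM each, preincubated 20 min RT; compound 15 min RT; Ni + streptavidin beads 50 ng each, 90 min RT; AlphaScreen read.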
GAA glycogen – qHTS Assay for Inhibitors and Activators of Human alpha-Glucosidase Cleavage of Glycogen; Lysosomal alpha-glucosidase (Homo sapiens), P10253; recombinant GAA, glycogen substrate, Amplex Red glucose oxidase fluorescence; Potency, µM (series often up to 76.4 µM), for inactives: at the top dose activity change, negative = inhibition, usual class: inhibitors; 0.38% of 300,000 active;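 note: potency is the fitted concentration of half-maximal effect; 0% = full enzyme reaction and -100% = no-enzyme basal signal; the screen sought inhibitors and activators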
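Recombinant human alpha-glucosidase (4 nM final) hydrolysed bovine liver glycogen (30 ug) for 40 min at 37 C in pH 5.0 citrate/phosphate with 0.01% Tween-20. Released glucose detected by glucose oxidase/Amplex Red, Ex 573/Em 610 nm. Compounds up to 77 uM; AC50 from Hill fits.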
HTT cytoprotect – qHTS Multiplex Assay to Identify Dual Action Probes in a Cell Model of Huntington: Cytoprotection (ATP). 0.14% of 230,000 active. AID 1471, 2008. PC12 HTT-Q103 induced, cytoprotection, ATP luminescence, 40 h. Potency, µM (highest dose often 56.4 µM), without a hit: cytoprotection (ATP increase), actives largely listed as activators;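 note: potency is the fitted concentration of half-maximal effect; % of control where 0% means no effect; nearly all actives have a fitted effect of over 45% in size; toxic huntingtin expression switched on by the ecdysone agonist tebufenozide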
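Rat PC12, Q103 Htt exon1-GFP fusion, ecdysone promoter; tebufenozide inducer 100 nM final; compound titration; qHTS, 1500 cells/well; ATPlite luminescent read.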
HTT aggregate – qHTS Multiplex Assay to Identify Dual Action Probes in a Cell Model of Huntington: Aggregate Formation (GFP); PC12 HttQ103-GFP aggregates, Acumen cytometry, 40 h; Potency, µM (top dose mostly 46.1 µM), for inactives: at the highest dose activity change, negative = inhibition, actives largely listed as inhibitors; 1.1% of 220,000 active; AID 1688, 2009; note: potency is the fitted concentration of half-maximal effect; % is set by controls: 0 for no effect and ±100 for the full control effect; nearly all actives have a fitted effect of over 60% in size
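Using laser scanning cytometry, GFP-positive aggregates were counted after lysis of PC12 cells induced with 100 nM tebufenozide to express HTT exon 1 Q103–GFP. Compounds were tested in titration.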
GAA spleen mod – qHTS Assay for Inhibitors and Activators of Human alpha-Glucosidase From Spleen Homogenate. Lysosomal alpha-glucosidase (Homo sapiens), P10253. human spleen homogenate, 4-MU-alpha-glucoside fluorescence. Potency, µM (top dose mostly 79.9 µM), for the others: top-dose activity change, negative = inhibition, most hits filed as inhibitors. 0.006% of 240,000 active. AID 2112, 2009;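 note: potency is the fitted concentration of half-maximal effect; 0% = enzyme with vehicle and -100% = no enzyme basal signal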
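Compounds were titrated against alpha-glucosidase in spleen homogenate at pH 5.0, with 1 mM 4-methylumbelliferyl substrate for 40 min at 37 C. Reactions were quenched with pH 10 NaOH/glycine and fluorescence measured.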
LMNA splice mod – qHTS Assay for Modulators of Lamin A Splicing. Potency, µM (titrated, usually from 46.1 µM), without a hit: at the top dose ratio change, negative = inhibition, hits mostly inhibitors. 0.01% of 200,000 active. HeLa LMNA splicing GFP/RFP minigene ratio, 48 h; active = well fitted inhibition curve with a large enough effect in the signal ratio, with a control signal flat, not every such curve was filed as active; inconclusive = small, poorly fitted or top-dose-only effect, or effect the other way, or a change in a side signal; the % refers to the signal ratio; note: potency is the fitted concentration of half-maximal effect; % is set by controls: 0 for no effect and ±100 for the full control effect
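S3 HeLa cells stably expressing lamin A-EGFP splicing minigene plus DsRed2, 600 cells/well, 48 h compound exposure at 37C. Laser-scanning cytometry; analysed as GFP (500-530 nm)/RFP (575-640 nm) total intensity ratio; 0.5% DMSO vehicle.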
The depositor's hits bear a star; ? = inconclusive; · = not tested or not shown; [ ] = remark or other dose. Unless noted, calls come from the whole dose curve; as a rule, active = well fitted curve in the direction sought with a large enough effect; inconclusive = small, poorly fitted or top-dose-only effect, or another doubt; inactive = no such curve, though single readings can be large; an effect the other way counts as inactive or inconclusive.

SMILES | GAA inh | CBFb RUNX1 block | GAA glycogen | HTT cytoprotect | HTT aggregate | GAA spleen mod | LMNA splice mod
COc1ccc2c(c1)c1ccccc1n2C | 9% | 25% | -3% | 0%[10 µM] | 13µM* | -5% | -9%
C=CCNC(=O)CCc1nnc(C2(c3ccc(Cl)cc3)CCC2)o1 | 4% | -2% | 10% | -8%[10 µM] | 3%[9.22 µM] | 1% | ·
O=c1c(-c2cc(F)cc(F)c2)nc2cnc(N3CCOCC3)nc2n1C[C@H]1CCCO1 | · | · | · | 7% | · | 8% | 2%
COc1cccc(-c2csc(N3CCN(C(=O)Nc4ccccc4OC)CC3)n2)c1 | -5% | -9% | -4% | -25%[10 µM] | ? | -7% | -10%
CC12CN(C(=O)c3ccc([N+](=O)[O-])cc3)CC(C)(CN(C(=O)c3ccc([N+](=O)[O-])cc3)C1)C2=O | 1%[15.4 µM] | 0% | 6% | -10%[10 µM] | -12%[9.22 µM] | 0% | ·
CC1(C)CC(=O)C2=C(C1)N(N1CCOCC1)C(N)=C(C#N)C2c1cccnc1 (stereo not drawn) | -5% | 1% | -15% | -7% | -1% | -10% | -5%
CSc1nc(-c2ccccc2)nc(NC(=O)c2ccccc2)c1C(C)=O | 1% | -3% | -17% | -24% | 2% | 9% | ?
COc1ccc2nc(SCC(=O)NC3CCCc4ccccc43)[nH]c2c1 (stereo not drawn) | 3% | 1% | 1% | 21%[10 µM] | 6% | 10% | ?
C=CCn1c(CCC(=O)O)ccc1-c1ccc(OC)cc1 | -2% | -11% | -4% | -12%[0.074 µM] | -2% | -6% | -5%
COc1ccccc1Nc1ncc(C(C)=O)c(C)n1 | 2% | 10% | -1% | -74%[inhibitor][0.074 µM] | 0% | 0% | 14%
CCCCOc1ccc(/C=N/NC(=S)Nc2cccc(C)c2C)cc1 | -6% | -4% | -21% | 17% | -10% | -8% | 1%
CCOC(=O)N1CCC(NC(=O)CCc2c(C)nc3c(c(C)nn3C(C)(C)C)c2C)CC1 | -20% | 13% | -6% | 21%[10 µM] | -15% | -5% | -14%
CS(=O)(=O)N1CCC(C(=O)NCC2CCCO2)CC1 (stereo not drawn) | -1% | 5% | -4% | 17% | 10% | -2% | -1%
COCCOC(=O)C1=C(C)N=C2SCCC(=O)N2C1c1ccc(C(=O)OC)cc1 (stereo not drawn) | -2% | -1% | 4% | -4%[10 µM] | 7% | -2% | -5%
Cc1c(C(=O)N2CCC(C)CC2)cccc1[N+](=O)[O-] | 6% | 6% | 10% | 26%[10 µM] | 11%[9.22 µM] | 2% | 6%[46 µM]
Cc1ccc(-c2nnc(CSc3nc(C(C)C)nc4sc(C)c(C)c34)o2)cc1 | 0% | -7% | -10% | 22%[10 µM] | 7% | 1% | -13%
C=CCOC(=O)C(C(C)=O)C(NC(=O)OC)c1cccc(F)c1 (stereo not drawn) | · | -22%[13.1 µM] | · | 7%[10 µM] | · | 12%[17.4 µM] | ·
O=C(CN1C(=O)c2cccc3cccc1c23)N1CCN(Cc2ccc3c(c2)OCO3)CC1 | 0% | 7% | -3% | 0%[1.9 µM] | -1% | -7% | ?
COc1ccc(CCNC(=O)CSc2ccccc2)cc1OC | -1% | -1% | -3% | -19%[10 µM] | -10% | 2% | ?
COC(=O)c1ccccc1NC(=O)CSCC(=O)Nc1ccc(F)cc1 | -13% | 2% | 0% | 5% | 18% | 3% | 15%
O=C(Nc1ccc(NC(=O)C2CCCCC2)nc1)c1ccccn1 | 10% | -7% | 1% | -7%[10 µM] | 3%[9.22 µM] | 2% | ·
Cc1ccccc1N(C(=O)c1csnn1)C(C(=O)NC(C)(C)C)c1cccs1 (stereo not drawn) | 14% | -2% | -3% | 30%[10 µM] | 5%[9.22 µM] | 3% | ?
Cc1cc(C)nc(Nc2n[nH]c(COc3cccc4ccccc34)n2)n1 | 5% | -4% | 10% | -17% | 5% | 4% | 8%
CC(C)c1ccccc1NC(=O)Nc1ccc(F)cc1F | · | 8% | 1% | 3%[10 µM] | 7%[9.22 µM] | 6% | ·
Cc1cccc(OCCCc2c(C)n[nH]c2C)c1 | -12% | -1% | 6% | -22% | -13% | 2% | -9%
COc1ccc(C(=O)NCC(=O)OCC(=O)N2CCC(C)CC2)cc1OC | 8% | 0% | 13% | -21% | 7% | -6% | -6%[9.22 µM]
COc1ccc(CC(=O)N2CCN=C2SCc2ccc([N+](=O)[O-])cc2)cc1 | -8% | -9% | -10% | 22% | -1% | · | -2%[46 µM]
CC(=O)Nc1ccccc1-c1nc2ccc(C(=O)N3CCN(c4ccccc4)CC3)cc2[nH]c1=O | 3% | 9% | -4% | -2% | -4% | 0% | -5%
O=C(CSc1nnc(Cc2ccccc2)n1-c1cccc(Cl)c1)N1CCOCC1 | -8% | 11% | -3% | 4%[10 µM] | -7% | -3% | -8%
CCOc1ccc(S(=O)(=O)NCCCl)cc1 | -7% | -5% | 1% | -9%[10 µM] | 2%[9.22 µM] | 2% | ·
CC1CCC2(CC1)SCC(=O)N2c1ccccc1 (stereo not drawn) | 7% | 3% | -1% | -6%[10 µM] | -13% | 0% | -14%
CCc1c(O)nc2ccccn2c1=O | 10% | -10% | -1% | 14%[10 µM] | 8% | 5% | -10%
Cn1c(=O)cc(SCC(=O)N2CCN(C(=O)c3ccco3)CC2)c2ccccc21 | -5% | 12% | 4% | -16% | ? | -6% | -11%
COc1ccc(NC(=O)/C=C/c2ccc(C)o2)cc1S(=O)(=O)N1CCOCC1 | -2% | -8% | -6% | 8%[10 µM] | 19% | 2% | ?
COC(=O)c1ccc(NC(=O)c2ccccc2)o1 | ? | -3% | 11% | 0% | 13% | 2% | 15%
O=C1Cc2ccccc2C(c2ccc(Cl)cc2Cl)N1 (stereo not drawn) | · | 8% | 1% | 3%[10 µM] | -7%[9.22 µM] | -2% | ·
COc1ccc(C(=O)N=c2sc3c(C)ccc(OC)c3n2C)cc1 | -13% | 6% | 3% | -10%[10 µM] | -25% | 1% | -9%
CC/C(=N/Nc1ccccc1)c1cnnc(-c2ccccc2)n1 | 3% | -12% | 0% | -5%[10 µM] | 1% | -4% | 0%
CCOC(=O)C1=NN(c2ccc(OC)cc2)C(c2ccccc2)CC1=O (stereo not drawn) | 2% | -1% | -1% | 8%[1.9 µM] | -19% | 3% | -11%
COc1ccccc1/C=C/[C@@H]1C[C@H]2CN(Cc3cccc(Cl)c3)C(=O)[C@]23CCCN13 | 10% | -5% | 5% | 3%[10 µM] | -6%[9.22 µM] | -14% | -5%[46 µM]

Pulled by structure from the entries so far (four):
SMILES | GAA inh | CBFb RUNX1 block | GAA glycogen | HTT cytoprotect | HTT aggregate | GAA spleen mod | LMNA splice mod
CC(C)c1ccccc1NC(=O)Nc1ccc(F)cc1F | · | 8% | 1% | 3%[10 µM] | 7%[9.22 µM] | 6% | ·
COc1ccc(CC(=O)N2CCN=C2SCc2ccc([N+](=O)[O-])cc2)cc1 | -8% | -9% | -10% | 22% | -1% | · | -2%[46 µM]
COc1ccc(C(=O)N=c2sc3c(C)ccc(OC)c3n2C)cc1 | -13% | 6% | 3% | -10%[10 µM] | -25% | 1% | -9%
Cc1cc(C)nc(Nc2n[nH]c(COc3cccc4ccccc34)n2)n1 | 5% | -4% | 10% | -17% | 5% | 4% | 8%

HTT aggregate: hit marks shown above
SMILES | GAA inh | CBFb RUNX1 block | GAA glycogen | HTT aggregate | GAA spleen mod | LMNA splice mod
COc1ccc2c(c1)c1ccccc1n2C | 9% | 25% | -3% | 13µM* | -5% | -9%

(next part)
SMILES | GAA inh | CBFb RUNX1 block | GAA glycogen | HTT cytoprotect | HTT aggregate | GAA spleen mod | LMNA splice mod
COc1ccc(C2=NO[C@@H]3C(=O)N(c4cccc(C)c4C)C(=O)[C@H]23)cc1OC | 2% | -2% | -22% | 4% | -3% | -4% | 0%
O=C(CCC(=O)N1CCCC1)Nc1ccc([N+](=O)[O-])cc1 | 10% | -1% | -18% | -10%[10 µM] | -4% | 3% | 4%[46 µM]
CCOC(=O)C1=C(O)C(=O)N(CCCn2ccnc2)C1c1ccc(C)cc1 (stereo not drawn) | 12% | -5% | 14% | 1%[10 µM] | 2% | -5% | ·
CCCNc1nc(N)nc(-c2cc(Cl)ccc2OC)n1 | -4% | -4% | 4% | 20% | 5% | 2% | 4%
O=C(Nc1cccc(C(F)(F)F)c1)C1CCCO1 (stereo not drawn) | 14% | 5% | -11% | 5%[10 µM] | 10%[9.22 µM] | -5% | -7%[46 µM]
O=C(Nc1ccc(Cl)c(Cl)c1)c1csc(-c2ccccc2)n1 | 1% | 10% | -2% | 25%[10 µM] | 12% | -2% | -2%
COC(=O)c1ccc(COc2ccc(/C=N/N3CCN(C)CC3)cc2)cc1 | -3% | 7% | -11% | -12% | 4% | 4% | -11%[46 µM]
CCCCNC(=O)CC(=O)Nc1ccccc1C(=O)O | 1% | -1% | 4% | 9% | 4% | 9% | 10%
O=C1CC(N2CCN(Cc3ccccc3)CC2)C(=O)N1 (stereo not drawn) | 7% | -1% | 22% | -10% | -6% | 7% | 9%[46 µM]
O=C(Cc1nnc(NC(=O)Nc2ccc(F)cc2)s1)NCc1ccccc1 | · | 10% | 2% | 9%[10 µM] | -5%[9.22 µM] | 4% | ·
O=C(c1cc2sccc2n1Cc1ccc(F)cc1)N1CCc2ccccc21 | -4% | 27% | -8% | 17%[10 µM] | -14% | -6% | ?
CSc1nc2ccc(NC(=O)c3ccco3)cc2s1 | 2% | -5% | 17% | 3%[10 µM] | 2% | 0% | -8%
Cc1cc(C(=O)Nc2ccccc2C#N)n(-c2ccccc2)n1 | 0% | 10% | 1% | -11% | -6% | -6% | -14%
CCc1ccc(C2c3[nH]c4ccccc4c3CCN2C(=O)CN2CCN(CC)CC2)cc1 (stereo not drawn) | -14% | 2% | 6% | -51%[inhibitor] | 13% | -11% | ·
COc1ccc(/C=C2/SC(=O)N(CC(=O)NCCC(C)C)C2=O)cc1OC | 7% | 9% | 30% | 11%[10 µM] | 14%[9.22 µM] | -2% | ·
